Kir21 inh = inhibitors of mouse Kir2.1 inward-rectifier potassium channel; P35561; HEK293-Kir2.1, FluxOR thallium flux fluorescence; stronger effect = lower value; B-score at 10 µM; 0.85% of 310,000 active;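 active means fluorescence ratio B-score at or below minus 3 SD of library scores, with starting-brightness B-score within 2 SD, cut at about -4.2 in these data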;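 further: channel flux triggered by added potassium and thallium sulfate stimulus; B-score of peak minus minimum fluorescence over baseline after thallium stimulus; more negative B-score means stronger Kir2.1 block with less thallium influx; some compounds called inactive have numbers as strong as hits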
Target sequence (P35561 whole entry, looked up): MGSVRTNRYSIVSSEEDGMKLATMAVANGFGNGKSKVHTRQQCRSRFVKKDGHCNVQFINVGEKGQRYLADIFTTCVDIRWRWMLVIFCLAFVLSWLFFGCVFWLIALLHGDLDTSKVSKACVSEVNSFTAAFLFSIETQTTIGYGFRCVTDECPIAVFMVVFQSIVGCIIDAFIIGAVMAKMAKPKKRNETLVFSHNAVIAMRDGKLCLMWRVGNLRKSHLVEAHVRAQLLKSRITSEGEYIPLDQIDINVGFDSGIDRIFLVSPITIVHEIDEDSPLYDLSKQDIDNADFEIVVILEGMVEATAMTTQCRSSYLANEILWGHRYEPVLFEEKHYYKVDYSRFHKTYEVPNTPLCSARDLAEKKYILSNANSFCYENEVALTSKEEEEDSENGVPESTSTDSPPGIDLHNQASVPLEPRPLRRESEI
STK33 kinase inh = blocks human STK33 kinase activity. 0.073% of 320,000 active. Q9BYT3. AID 2661. purified STK33, MBP phosphorylation, ADP-Glo luminescence. inhibition, % at 10 µM;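 active means inhibition at or above 25%, using the most active replicate where run in duplicate; inactive means inhibition below 25%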
Target sequence (Q9BYT3 whole entry, looked up): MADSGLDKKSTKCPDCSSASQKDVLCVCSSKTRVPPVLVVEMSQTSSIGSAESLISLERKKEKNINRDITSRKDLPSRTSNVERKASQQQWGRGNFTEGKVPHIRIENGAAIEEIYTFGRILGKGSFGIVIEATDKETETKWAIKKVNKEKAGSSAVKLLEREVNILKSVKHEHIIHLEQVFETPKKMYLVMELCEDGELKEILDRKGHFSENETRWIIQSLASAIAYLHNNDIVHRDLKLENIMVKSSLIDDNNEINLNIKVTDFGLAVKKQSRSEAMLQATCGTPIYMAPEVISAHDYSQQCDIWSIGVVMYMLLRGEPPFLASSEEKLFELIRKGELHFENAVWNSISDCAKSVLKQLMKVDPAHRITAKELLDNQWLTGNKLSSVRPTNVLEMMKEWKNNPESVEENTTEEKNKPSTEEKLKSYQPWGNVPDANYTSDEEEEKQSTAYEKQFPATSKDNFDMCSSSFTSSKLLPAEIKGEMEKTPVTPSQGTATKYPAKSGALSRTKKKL
* marks the source's active call; other numbers are inactive results; nt = not tested or not shown.

STK33 kinase inh | Kir21 inh | canonical_smiles
-1.0 | 0 | Cc1ccc(S(=O)(=O)N2CCCC(N3CCOCC3)C2)cc1Cl (stereo not given)
-0.8 | 0.47 | CCCCOC(=O)c1ccc(NC(=O)C(=O)NCCN(CC)CC)cc1
0.7 | nt | CC1CC(C)CN(C(=O)/C=C/c2ccc(S(=O)(=O)N3CCOCC3)cc2)C1 (stereo not given)
-0.3 | nt | Cc1nn(C2CCS(=O)(=O)C2)c(C)c1CN(C)C(=O)c1cccc(Cl)c1 (stereo not given)
-1.2 | -1.9 | CCn1c(=NC(=O)CS(=O)(=O)c2ccccc2)sc2cccc(OC)c21
-1.1 | 0.05 | O=C(O)C1C2CCC(C2)C1C(=O)NCCCn1ccnc1 (stereo not given)
0.3 | nt | CN(CC(=O)Nc1ccccc1Br)C(=O)c1sccc1-c1ccccc1
-1.1 | 0 | O=C(NC(=S)NNC(=O)c1ccccc1[N+](=O)[O-])c1ccc(Br)cc1
-0.2 | -0.15 | COCC(=O)N1CCC(Oc2ccc(C(=O)NC(C)c3nc(C)sc3C)cc2)CC1 (stereo not given)
1.9 | -1.2 | Cc1cc(C)nc(SCC(=O)OCC(=O)Nc2nc3ccccc3s2)n1
-0.3 | 0.38 | Nc1cc(N)nc(SCC(=O)Nc2ccccc2N2CCOCC2)n1
-1.1 | -2.3 | CCOC(=O)C1=C(C)N=C2SC(C)C(=O)N2C1c1ccc(OC(C)=O)c(OC)c1 (stereo not given)
-0.2 | -0.22 | COC(=O)C1(C)NC(c2cccs2)C2C(=O)N(c3ccccc3F)C(=O)C21 (stereo not given)
-0.7 | -1.4 | COCc1nnc(NC(=O)c2ccc(S(=O)(=O)N3CCCCCC3)cc2)o1
-1.0 | 0.69 | Cc1ccc(C)c(S(=O)(=O)NCc2ccc(C(=O)N3CCN(c4ccccc4)CC3)cc2)c1
-0.5 | 0.02 | O=C(O)c1ccc(Cn2ccc3ccccc32)o1
-1.7 | 2.2 | CCOC(=O)c1c(-c2ccc(F)cc2)csc1NC(=O)C1CC=CCC1C(=O)O (stereo not given)
-0.4 | 1.4 | COc1cccc(N(CC(=O)NCC2CCCO2)C(=O)CNS(=O)(=O)c2ccccc2)c1 (stereo not given)
-0.9 | 0.98 | CCCCOC(=O)Nc1nc2ccc([N+](=O)[O-])cc2s1
0.1 | 0.53 | Cc1ccccc1-n1ncc2c(SCC(=O)NC3CCCC3)ncnc21
-0.7 | -0.05 | CN(CCc1ccccn1)C(=O)CCC1CCCN(C(=O)c2ccc3c(c2)OCCO3)C1 (stereo not given)
0.8 | 0.59 | CC(C)C(OC(=O)Cn1nnc2ccccc21)C(=O)NC1CCCC1 (stereo not given)
-0.8 | 0.01 | COc1ccc(NC(=O)C2CC(=O)OC23CCCCC3)cc1 (stereo not given)
-0.2 | 0.03 | COc1ccc(NC(C)=O)cc1CNC(=O)COc1c(C)c(C)cc(C)c1C
1.8 | 1.9 | COc1ccc(N/N=C(/C#N)S(=O)(=O)c2nsc(C)c2C#N)cc1
1.0 | nt | CCOc1ccc(N(Cc2cc3cc(OC)ccc3[nH]c2=O)C(=O)C2CCCO2)cc1 (stereo not given)
1.5 | -4.9e-16 | CCOC(=O)C1=C(O)/C(=C\c2ccc(CNS(=O)(=O)c3ccc(Br)cc3)o2)N=C1C
0.2 | 0.07 | Cn1c(=O)oc2cc(S(=O)(=O)NC3CCN(Cc4ccccc4)CC3)ccc21
-1.4 | -2.8 | Cc1nn(-c2ccccc2)c2c1C(c1ccc([N+](=O)[O-])cc1)N1C(=N2)C(=O)Nc2ccccc21 (stereo not given)
0.2 | -1.7 | O=c1ccc(Cc2ccc(Cl)cc2)n[nH]1
-1.2 | 0.93 | CSc1ccccc1OCc1cc(C(=O)NCCC2=CCCCC2)no1
-1.9 | -0.04 | Cc1cc(C)nc(NC(=O)c2cccs2)c1
-1.0 | -1.7 | COCCNC(=O)NC12CC3(C)CC(C)(CC(C)(C3)C1)C2
-1.2 | -0.29 | CC1CN(C(=O)CN2C(=O)NC3(CCCCCCC3)C2=O)CC(C)O1 (stereo not given)
-0.6 | 2 | C=CCc1cccc(C=Nc2cccn3cc(-c4ccccc4)nc23)c1O
-2.5 | -0.02 | O=C(CCc1nc(-c2ccccc2)c(-c2ccccc2)o1)OCc1ccc(Cl)cc1
-1.6 | 0.13 | COC(=O)NC1(C(F)(F)F)C(=O)NC(C)=C1C(=O)OC (stereo not given)
-2.0 | 1.3 | O=C(C(=O)N1CCN(C(=O)c2ccco2)CC1)c1c[nH]c2ccccc12
0.5 | -2 | Cc1ccc(NC(=O)CCc2ccc(S(=O)(=O)N3CCOCC3)cc2)c(C)c1
0.0 | 0.4 | CCOc1ccc(/C(O)=C2/C(=O)C(=O)N(c3ccccn3)C2c2ccc(Cl)cc2)c(C)c1 (stereo not given)
-0.4 | 0.99 | CCC(C)(C(=O)NC1CCCC1)N(C(=O)CNC(C)=O)c1ccc(C)cc1 (stereo not given)
-0.8 | 3.1 | Cc1cc(NC(=O)CCCn2cc([N+](=O)[O-])cn2)n(Cc2ccc(F)cc2)n1
-2.8 | -0.02 | CC(=O)Nc1ccc(NC(=O)c2ccccc2Sc2ccc([N+](=O)[O-])cc2Cl)cc1
-0.2 | -0.11 | Cc1onc(-c2ccccc2)c1C(=O)NC(C)C
-0.2 | 1.4 | CN(CCCC1CCCC1)C(=O)c1cc(COc2ccc(F)c(F)c2)on1
-0.3 | -0.21 | O=C(NCCc1ccccc1)Oc1ccc(Cl)cc1
0.2 | -0.86 | CCO[C@@H]1OC(C(=O)O)=C[C@H](c2cn(C(C)=O)c3ccccc23)[C@H]1CCCO
1.5 | -1.4 | CCOc1ccc2cc(C3CC(c4ccco4)=NN3S(C)(=O)=O)c(Cl)nc2c1 (stereo not given)
0.3 | -2.1 | CCCCCCC(O)(c1ccc(OC)cc1)C(CN1CCOCC1)c1ccccc1 (stereo not given)
0.0 | -0.2 | Cc1cccc(CCNC(=O)c2cccc(NC3=NC4CS(=O)(=O)CC4S3)c2)c1 (stereo not given)
-1.8 | 1.2 | COCC(C)NCc1ccccc1C (stereo not given)
1.0 | 1.5 | CCn1cc(S(=O)(=O)Nc2cc(C)ccc2F)cn1
-0.9 | 0.64 | COc1ccc(N2C(=O)C3CCCN3C2c2cccs2)cc1 (stereo not given)
-0.9 | 0.88 | O=C(C1CCN(S(=O)(=O)c2cccc3nsnc23)CC1)N1CCn2c1nc1ccccc12
0.4 | nt | Cc1cc(C)c2sc(NNC(=O)C3COc4ccccc4O3)nc2c1 (stereo not given)
1.1 | -2.4 | Cc1cccc(NC(=O)C2CCCN2/C=C/C(=O)C(F)(F)F)c1C (stereo not given)
0.4 | 0.3 | O=C(COC(=O)c1cnccn1)NCc1ccc2c(c1)OCO2
0.8 | 0.96 | Cn1ncc(C(=O)N=S(C)(=O)c2ccccc2)c1[N+](=O)[O-] (stereo not given)
0.9 | -1.6 | O=C(Nc1ccc(C(=O)NCc2ccc(F)cc2)cc1)C1=CSCCO1
-2.2 | -0.51 | CCC(c1nnnn1Cc1ccco1)N(CCN1CCOCC1)Cc1cc2cc(C)ccc2[nH]c1=O (stereo not given)

Continued:
STK33 kinase inh | Kir21 inh | canonical_smiles
-2.9 | 0.18 | Cc1cc(OCC(O)CN)ccc1Cl (stereo not given)
-3.5 | -0.54 | COCCNC(=S)Nc1cc(S(=O)(=O)N2CCOCC2)ccc1N1CCCCC1
0.5 | -0.41 | O=C(NCc1ccncc1)c1cn(-c2ccccc2)nc1-c1cccnc1
1.0 | -1.7 | CCCCN(CCCC)C(=S)NC(=O)C(C)(C)C
-1.0 | 1.7 | Clc1ccc(-c2csc(-c3ccncc3)n2)cc1
-1.3 | 1.1 | COCCCNc1nc2c(c(=O)[nH]c(=O)n2C)n1CC(O)COc1ccccc1 (stereo not given)
-0.4 | 0.88 | Cc1nnc(SCCn2c(N3CCCCC3)nc3c2c(=O)n(C)c(=O)n3C)s1
-1.0 | 0.98 | CC1CC(C)CN(C(=O)COC(=O)c2cc3ccccc3cc2O)C1 (stereo not given)
-2.6 | -1.4 | CCN(CC)C(=O)Cn1cc(S(=O)(=O)CC(=O)NCc2ccc(F)cc2)c2ccccc21
-1.8 | -0.11 | Cc1cc(C)c(S(=O)(=O)c2ccccc2F)c(=O)[nH]1
1.2 | nt | CCOc1cc(N2CCOCC2)c(OCC)cc1NC(=O)CN1C(=O)N(C)C2(CCCCC2)C1=O
1.0 | -1.8 | CCN1C(=O)/C(=C/c2cnn(CC)c2C)SC1=S
-1.2 | -2.4 | COc1ccc(C(C)NC(=O)c2ccc([N+](=O)[O-])cc2)cc1OC (stereo not given)
-0.8 | 0.04 | Cc1c(NC(=S)NC(NC(=O)CC(C)C)C(Cl)(Cl)Cl)c(=O)n(-c2ccccc2)n1C (stereo not given)
-2.7 | -0.04 | COCCOC(=O)c1c(C)oc2ccc(OCc3cc(C(=O)OC)oc3C)cc12
-1.2 | -0.47 | CCOc1ccc(NC(=O)N2CCC(NC(=O)C(Cc3ccccc3OC)NC(C)=O)CC2)cc1 (stereo not given)
-1.1 | -0.67 | OC(C#CCN1CCCCCC1)(c1ccccc1)c1cccnc1 (stereo not given)
-1.7 | 0.19 | Cc1ccc(/C=N/NC(=O)c2cc(C)oc2C)cc1
-0.6 | 0.18 | CCCCn1c(SCC(=O)N(CC)C2CCS(=O)(=O)C2)nc2cc(S(N)(=O)=O)ccc21 (stereo not given)
-0.4 | -5.1* | COc1ccc(N2C3=C(CC4=C2CC(C)(C)CC4=O)C(=O)CC(C)(C)C3)cc1
-0.5 | 1 | Cc1cc2c(cc1C)/C(=N/NC(=O)c1ccccn1)CCC2
-0.8 | 0.4 | Cc1ccc(S(=O)(=O)O/N=C2\CCCc3ccccc32)cc1
nt | 1.6 | O=C(OC1CCOC1=O)c1ccc(NS(=O)(=O)c2cccs2)cc1 (stereo not given)
0.9 | 2.2 | Cc1cccc(/C=C2/SC(=O)N(Cc3ccccc3)C2=O)n1
-0.9 | 1.8 | O=C(O)c1ccc2c(=O)n3c(nc2c1)/C(=C/c1ccc(C(F)(F)F)cc1)CC3
1.8 | -0.18 | CC(C)(C)C1=C(C#N)C(c2ccncc2)C(C#N)=C(N)O1 (stereo not given)
-0.4 | -0.38 | O=C(c1cc2ccccc2oc1=O)N(Cc1ccccc1)CC1CCCO1 (stereo not given)
1.3 | -1.6 | CC[C@@]12C(=O)N(c3ccccc3)C(=O)N1[C@H](c1ccc(Br)cc1)[C@@H]1C(=O)N(C(C)(C)C)C(=O)[C@@H]12
-0.4 | -0.97 | COc1ccc2c(C)c(CCC(=O)NCCCN3CCCC3=O)c(=O)oc2c1C
-1.4 | 0.47 | Cn1c(=O)c2c(nc(Oc3cccc(Br)c3)n2C)n(C)c1=O
0.8 | nt | Cc1ccc2c(c1)C1C[N+](C)(CC(=O)Nc3ccccc3Cl)CCC1N2C(=O)c1ccccc1Cl (stereo not given)
-0.4 | 2.4 | COc1ccc(-c2n[nH]c(=S)nc2-c2ccc(OC)cc2)cc1
-1.1 | -2.9 | COc1ccc(N2CCN(C(=O)COC(=O)c3ccco3)CC2)cc1
-2.9 | 0.25 | O=C(Nc1ccc(Cl)cc1C(F)(F)F)C(Sc1cccc[n+]1[O-])c1ccccc1 (stereo not given)
-0.8 | -2.4 | CCOc1ccc(CCNC(=O)COC(=O)c2cccc(N(C)C)c2)cc1OCC
0.5 | 0.95 | COc1ccccc1N(CC(=O)N/N=C(\C)c1cccc(Br)c1)S(C)(=O)=O
-2.3 | 2.4 | S=c1[nH]c2ccc(Cc3ccc4[nH]c(=S)[nH]c4c3)cc2[nH]1
-2.0 | 1.1 | Cc1cnc(SCc2ccc(Cl)cc2Cl)[nH]c1=O
-1.3 | 0.06 | O=C(NC1CCCCC1)c1ccccc1C(F)(F)F
-1.0 | nt | CCC(C)CCN1C(N(C)C)=NC[C@@H]1CC(C)C (stereo not given in full)

Molecules above that contain a furan ring, fused or not (8):
STK33 kinase inh | Kir21 inh | canonical_smiles
-0.5 | 0.02 | O=C(O)c1ccc(Cn2ccc3ccccc32)o1
1.5 | -4.9e-16 | CCOC(=O)C1=C(O)/C(=C\c2ccc(CNS(=O)(=O)c3ccc(Br)cc3)o2)N=C1C
-2.0 | 1.3 | O=C(C(=O)N1CCN(C(=O)c2ccco2)CC1)c1c[nH]c2ccccc12
1.5 | -1.4 | CCOc1ccc2cc(C3CC(c4ccco4)=NN3S(C)(=O)=O)c(Cl)nc2c1 (stereo not given)
-2.2 | -0.51 | CCC(c1nnnn1Cc1ccco1)N(CCN1CCOCC1)Cc1cc2cc(C)ccc2[nH]c1=O (stereo not given)
-2.7 | -0.04 | COCCOC(=O)c1c(C)oc2ccc(OCc3cc(C(=O)OC)oc3C)cc12
-1.7 | 0.19 | Cc1ccc(/C=N/NC(=O)c2cc(C)oc2C)cc1
-1.1 | -2.9 | COc1ccc(N2CCN(C(=O)COC(=O)c3ccco3)CC2)cc1

Some of these compounds in order of their number in STK33 kinase inh, rising.
STK33 kinase inh | Kir21 inh | canonical_smiles
-1.1 | -2.9 | COc1ccc(N2CCN(C(=O)COC(=O)c3ccco3)CC2)cc1
-0.8 | 0.4 | Cc1ccc(S(=O)(=O)O/N=C2\CCCc3ccccc32)cc1
-0.4 | -0.38 | O=C(c1cc2ccccc2oc1=O)N(Cc1ccccc1)CC1CCCO1 (stereo not given)

Next part:
STK33 kinase inh | Kir21 inh | canonical_smiles
-1.3 | nt | Cc1cccc(C(=O)OCC(=O)NCc2ccco2)c1
-0.4 | nt | CN1CCN(C(=O)C2CCN(S(=O)(=O)c3ccccc3[N+](=O)[O-])CC2)CC1
0.8 | 1.1 | COC(=O)c1cccc([N+](=O)[O-])c1CN1CCCC(C(N)=O)C1 (stereo not given)
1.4 | 1.1 | COC(=O)c1ccc(NC(=S)NC(=O)c2cc(-c3ccccc3)nc3ccccc23)cc1
0.0 | nt | Cc1ccc(S(=O)(=O)N(C)C[C@@H]2Oc3ccc(NC(=O)Nc4cccc5ccccc45)cc3C(=O)N([C@H](C)CO)C[C@H]2C)cc1

Screening results from PubChem BioAssay.
